Jurkat NFkB inh: lowers PMA/ionomycin-induced NF-kB signal in Jurkat cells. inhibition, % at 4 µM. PMA/ionomycin-induced NF-kB luciferase reporter, luminescence. actives 0.53% (n = 330,000); in the data active = inhibition above about 50%
APJ antagonist: APJ receptor antagonism; P35414; CHO-K1 APJ beta-arrestin complementation, luminescence; inhibition, % at 20 µM; actives 0.32% (n = 330,000); AID 2521;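 active = inhibition above about 40% at 20 µM, limit read from the data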;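 also: cells challenged with 10 nM apelin-13 agonist together with compound; plate controls were apelin-13 plus DMSO wells for no effect and DMSO wells lacking apelin-13 for full effect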
Target sequence (P35414 whole entry, looked up): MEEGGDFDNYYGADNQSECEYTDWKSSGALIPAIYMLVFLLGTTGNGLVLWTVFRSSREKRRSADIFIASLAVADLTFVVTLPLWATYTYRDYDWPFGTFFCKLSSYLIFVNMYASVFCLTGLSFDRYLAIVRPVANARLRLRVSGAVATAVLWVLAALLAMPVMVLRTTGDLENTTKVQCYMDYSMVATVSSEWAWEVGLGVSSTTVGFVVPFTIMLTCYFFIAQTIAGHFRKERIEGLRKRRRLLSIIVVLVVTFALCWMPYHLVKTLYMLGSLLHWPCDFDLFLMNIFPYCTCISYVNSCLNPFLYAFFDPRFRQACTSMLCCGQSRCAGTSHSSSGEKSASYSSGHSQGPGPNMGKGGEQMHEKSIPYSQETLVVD
UBC13 polyUb: inhibitors of human UBC13 polyubiquitin chain formation; P61088; TR-FRET; inhibition, % at 20 µM; actives 0.47% (n = 330,000); AID 485273; in the data active = inhibition above about 45%, passing the limit was not always enough
697 NFkB inh: lowers PMA/ionomycin-induced NF-kB signal in 697 B cells; 697 B-cell NF-kB luciferase reporter, 16 h; inhibition, % at 4 µM; actives 0.33% (n = 330,000); in the data active = inhibition above about 35%
CCR6 antag: antagonists of human CCR6 receptor; CHO-K1 CCR6 PathHunter beta-arrestin, luminescence, CCL20-stimulated; inhibition, % at 20 µM; actives 0.49% (n = 340,000); AID 493098;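 active = compounds whose inhibition of the agonist-driven luminescence signal at 20 µM reaches about 50%, limit read from the data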;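 also: cells stimulated with CCL20 at 14 nM final; plate controls were DMSO with CCL20 for no effect and DMSO without agonist for full effect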
Target sequence (P51684 whole entry, looked up): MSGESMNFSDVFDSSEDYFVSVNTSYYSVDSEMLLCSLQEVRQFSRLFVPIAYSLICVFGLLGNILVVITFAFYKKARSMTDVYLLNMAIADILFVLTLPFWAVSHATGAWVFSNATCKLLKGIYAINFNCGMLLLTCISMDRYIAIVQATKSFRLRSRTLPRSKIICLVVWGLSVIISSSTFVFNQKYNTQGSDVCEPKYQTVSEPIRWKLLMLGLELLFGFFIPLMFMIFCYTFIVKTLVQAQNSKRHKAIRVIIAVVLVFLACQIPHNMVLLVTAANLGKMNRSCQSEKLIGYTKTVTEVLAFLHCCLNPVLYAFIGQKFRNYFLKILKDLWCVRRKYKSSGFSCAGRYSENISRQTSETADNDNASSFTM
EBI2 antag: EBI2 (human) antagonism | EBI2 beta-arrestin recruitment, luminescence, 7a,25-OHC stimulated | P32249 | actives 0.81% (n = 360,000) | inhibition, % at 5 µM; in the data active = inhibition above about 38%;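 also: enzyme fragment complementation signal reports receptor beta-arrestin coupling in cells; 0% = agonist plus DMSO wells and 100% = wells without agonist; some results beyond the cut were filed as inactive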
CXCR6 inh: CXCR6 (human) receptor inhibition; CHO-K1 PathHunter CXCR6 beta-arrestin, luminescence; AID 602244; O00574; actives 0.36% (n = 360,000); inhibition, % at 20 µM; in the data active = inhibition above about 34%, passing the limit was not always enough;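 also: antagonist mode with CXCL16 agonist at 10 nM final; 0% = 10 nM CXCL16 with DMSO and 100% = unstimulated wells without agonist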
Target sequence (O00574 whole entry, looked up): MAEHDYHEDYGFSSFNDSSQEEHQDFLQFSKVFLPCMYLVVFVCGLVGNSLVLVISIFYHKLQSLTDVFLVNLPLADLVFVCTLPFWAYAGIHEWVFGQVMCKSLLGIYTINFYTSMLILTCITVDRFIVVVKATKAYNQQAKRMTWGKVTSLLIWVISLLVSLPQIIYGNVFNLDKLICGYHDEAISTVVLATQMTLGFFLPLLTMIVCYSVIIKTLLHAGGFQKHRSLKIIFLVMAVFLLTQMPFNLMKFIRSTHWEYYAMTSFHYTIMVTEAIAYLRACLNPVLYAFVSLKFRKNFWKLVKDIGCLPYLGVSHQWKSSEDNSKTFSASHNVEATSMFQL
Gli-Sufu block: blocks Gli-Sufu signaling in a luciferase reporter | Sufu-KO-LIGHT fibroblasts, Gli luciferase reporter luminescence | inhibition, % at 5 µM | actives 0.74% (n = 340,000) | AID 588413;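 active = inhibition above about 55%, limit read from the data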;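 also: 0% = DMSO-treated cells and 100% = wells with medium but no cells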
Numbers without * were called inactive; . = not tested or not shown.

SMILES	Jurkat NFkB inh	APJ antagonist	UBC13 polyUb	697 NFkB inh	CCR6 antag	EBI2 antag	CXCR6 inh	Gli-Sufu block
Cc1nn(-c2cccc(Cl)c2)c2c1C(c1cccnc1)C(C#N)=C(N)O2 (centres undefined)	-10	4	-16	-8	17	1	10	12
O=C(COn1nnc2ccc(Cl)cc21)NC1CCS(=O)(=O)C1 (centres undefined)	2	17	-7	2	6	9	1	-21
Cc1ccc(C(=O)CSc2nnc(COc3cccc4cccnc34)o2)cc1	7	7	2	5	-9	-3	-2	-2
COCCn1c(SCC(=O)NC2CCCC2)nc2c(c1=O)SCC2	-3	-25	-20	-38	11	3	-20	0
CCOC(=O)N1CCC(NC(=O)c2cc(C)c3c(C)nn(-c4ccccc4)c3n2)CC1	-9	11	45*	-7	1	2	4	1
COc1ccc(N2CCN(CC(=O)Nc3ccc(C)cc3)CC2)cc1	-17	8	-6	7	9	-5	3	5
Cc1ccc(NC(=O)CSCc2ccco2)cc1	-35	0	-14	-6	13	-7	5	-39
COc1ccc(NC(=O)N2CCc3ccccc3C2)cc1OC	-4	-17	-15	-6	-5	-11	13	-5
COc1cc(NC(=O)CSc2nnc(C)s2)cc(OC)c1OC	11	18	1	8	-9	-4	-4	11
O=C1CSC(c2cccnc2)N1C1CCCCC1 (centres undefined)	-8	5	-6	5	6	-5	-5	1
COc1ccccc1C(=O)N/N=C/c1ccc2c(c1)OCO2	-71	11	-4	-50	4	1	-4	-42
CCc1noc(C)c1C(=O)Nc1nc(-c2ccc(NC(C)=O)cc2)cs1	4	4	2	7	10	1	-8	2
CC1CCCC(NC(=O)CCNC(=O)c2ccc(Br)cc2)C1C (centres undefined)	19	4	2	-12	9	3	-2	-2
O=C(COc1ccccc1[N+](=O)[O-])NCC1COc2ccccc2O1 (centres undefined)	-1	5	-2	4	2	-2	2	4
CN(C)S(=O)(=O)NCC1CCCN(Cc2cc3ccccc3s2)C1 (centres undefined)	.	.	.	.	11	11	3	15
CCn1c(=O)n(CC(=O)N(C)Cc2ccccc2)c(=O)c2ccccc21	-2	-7	-3	0	7	4	-1	-3
CCC(=O)NC(NC(=S)Nc1c(C)n(C)n(-c2ccccc2)c1=O)C(Cl)(Cl)Cl (centres undefined)	23	-5	-11	-14	5	-3	-2	0
CCn1c(SCC(=O)Nc2cccc(C)c2)nc2ccccc2c1=O	-3	7	13	-10	10	1	9	6
O=C(CCl)N(Cc1ccccc1)c1ccccc1	7	8	2	-7	-9	-15	-11	-17
CCC1CCCCN1CCCNC(=O)CN1C(=O)CSc2ccc(S(=O)(=O)N3CCOCC3)cc21 (centres undefined)	1	20	-1	-14	3	-7	6	-4
C=CC[C@H](CC(=O)NCCO)C(=O)N[C@H](COC(=O)[C@@H](CC=C)Cc1ccc(F)cc1)c1ccccc1	1	-5	7	-10	-5	11	-2	7
Cc1ccc(C(=O)NNC(=O)CSc2nnc(CNc3ccc(F)cc3)n2C)cc1	-8	4	6	-23	.	.	.	.
CCOc1ccccc1NC(=O)c1cccc(NC2=NC3CS(=O)(=O)CC3S2)c1 (centres undefined)	-11	10	18	-3	5	-7	2	-22
COc1ccc2[nH]c(=O)c(CNc3ccccc3OC)cc2c1	-1	-9	-29	-6	-10	1	-15	5
COc1ccc(C(=O)/C=C2/C(=O)Nc3ccccc32)c(OC)c1	14	25	4	-2	25	80*	16	-3
CCCNC(=O)C/C(C)=N/NC(=O)C(=O)Nc1ccccn1	-3	7	-8	-4	4	2	-1	-29
COc1ccc(-c2n(CC(=O)OC3CC(C)CCC3C(C)C)c3ccccc3[n+]2C)cc1 (centres undefined)	.	.	.	.	1	12	-22	86*
CCNC(=O)c1cccc(NC(=O)CC2SC(N3CCCCC3)=NC2=O)c1 (centres undefined)	15	-67	-7	-8	4	-6	-4	-8
O=C(NCc1ccccc1)c1cccc(S(=O)(=O)NCc2ccccc2)c1	-11	-14	-3	-6	-1	-2	8	2
COc1ccc(C(=O)NN=C2CCCC2)c(OC)c1	1	-9	-6	17	4	-2	5	-7
CCOC(=O)C(=O)/C(=C\N(C)C)c1onc(-c2ccccc2)c1C(=O)OC	-6	-9	-14	-10	-5	-6	-4	-8
Nc1ccc(C(=O)N/N=C\C=C\c2ccc([N+](=O)[O-])cc2)cc1	9	-28	-19	34	-6	-26	-8	10
O=C(CCc1ccccc1)Nc1ccc(NC(=O)c2ccco2)cc1	-6	14	-7	-35	9	-9	-3	-20
CN1CCn2c1nc(N1CCCCC1)nc2=O	5	-5	2	4	-15	9	-6	7
COC(=O)n1c(=S)oc2cc(Cl)ccc21	-3	-2	-2	15	.	.	.	.
CCCOC(=O)C1=C(C)NC(=O)NC1c1cccc2ccccc12 (centres undefined)	4	9	-3	-24	6	3	-6	2
Cc1ccc(C)c(NC(=O)COC(=O)c2cccc3c2C(=O)c2ccccc2C3=O)c1	-6	-61	-15	14	3	-18	0	12
CCCCCn1c(=O)[nH]c2cc(C(=O)N3CCN(CC)CC3)ccc2c1=O	-1	-2	10	-8	3	-12	3	1
CCCCc1nnc(NC(=O)CSc2nc(N)cc(=O)[nH]2)s1	-4	-4	-2	13	1	-6	-2	-1
CN(Cc1ccccc1)C(=O)c1[nH]cnc1C(=O)N[C@@H](CCCCNC(=O)OC(C)(C)C)C(=O)OC(C)(C)C	10	12	0	12	9	21	-2	16
COC(=O)Nc1ccc(S(=O)(=O)N2CCC(C(=O)N3CCC(C)CC3)CC2)cc1	0	-1	3	17	0	-6	4	0
CC(C)C(=O)NCc1cc(-c2ccc(Cl)cc2)no1	-20	0	-1	0	-15	16	-7	-22
O=C(N/N=C/C=C\c1ccccc1[N+](=O)[O-])c1cc(-c2ccc3ccccc3c2)n[nH]1	.	.	.	.	17	4	-15	-9
Cc1cc(OC(=O)c2ccc(Cl)cc2Cl)nc(C)n1	8	16	-2	4	-3	-1	3	2
CN(c1ccc(OCC(=O)NCCc2ccccc2)cc1)S(=O)(=O)c1ccc(Cl)cc1	-12	-7	0	7	31	34	10	-12
O=C(Nc1ccccc1N1CCCC1)c1cccc(-c2cc3ccccc3oc2=O)c1	-16	3	-3	-129	13	8	-15	-77
Nc1ccc(-c2nc3ccc(N)cc3o2)cc1	-84	-4	-10	-64	-12	-12	2	-68
COc1ccc(N2CCN(C(=O)c3ccc4c(c3)CCN4S(=O)(=O)c3ccccc3)CC2)cc1	-3	-15	3	-19	10	-11	-9	-6
O=C(NCc1ccccc1)c1cccc(NC(=O)C2CCC2)c1	.	.	.	.	0	2	-11	0
COc1ccc(C)cc1NC(=O)c1cnc2scc(C)n2c1=O	.	.	.	.	4	3	-6	-5

Quoted from the listing:
In CCR6 antag, `COc1ccc(C)cc1NC(=O)c1cnc2scc(C)n2c1=O` has the entry 4
In EBI2 antag, `COc1ccc(N2CCN(C(=O)c3ccc4c(c3)CCN4S(=O)(=O)c3ccccc3)CC2)cc1` has the entry -11

Continued.
SMILES	Jurkat NFkB inh	APJ antagonist	UBC13 polyUb	697 NFkB inh	CCR6 antag	EBI2 antag	CXCR6 inh	Gli-Sufu block
Cn1c(SCC2CCCO2)nnc1-c1cccc([N+](=O)[O-])c1 (centres undefined)	-7	3	-6	-14	1	-8	-6	1
Cc1ccc(C(=O)N(C)CC(=O)Nc2ccc(Cl)c(C(F)(F)F)c2)cc1S(=O)(=O)N1CCCCC1	1	2	0	-32	6	12	0	5
CC(C)c1ccc(S(=O)(=O)c2cnc(=S)[nH]c2N)cc1	-13	11	14	-7	10	1	8	21
CC(C(=O)NCc1cccs1)n1cccc1 (centres undefined)	-6	-19	-2	-17	16	-13	-1	-2
O=C(CN1C(=O)c2ccccc2C1=O)NC1(C(=O)O)CCCC1	.	.	.	.	7	0	-1	12
COc1ccccc1/C=N\NC(=O)c1ccc(COc2ccc(C)c(C)c2)o1	-1	-4	1	-84	4	13	3	-48
O=C(N/N=C/c1ccc(O)cc1)/C(=C/c1ccc([N+](=O)[O-])cc1)NC(=O)c1ccccc1	2	-8	-12	1	11	7	10	-9
O=C(/C=C/c1ccc(N2CCCCC2)c([N+](=O)[O-])c1)c1ccc(O)cc1	-37	19	-18	-108	26	6	17	-27
Cc1ccc(N2C(=O)CC(N3CCN(c4ccc(F)cc4)CC3)C2=O)c(C)c1 (centres undefined)	-6	1	-10	-10	4	-3	-6	13
O=C(CSCc1ccccc1Cl)NNC(=O)c1ccccc1	-7	22	6	5	-7	4	-8	-1
COc1ccc(C2CC(=O)c3cnc(N4CCc5ccccc54)nc3C2)cc1OC (centres undefined)	30	0	60*	-3	.	.	.	.
O=C(Nc1ccccc1)c1ccccc1OCC(O)CN1C(=O)c2ccccc2S1(=O)=O (centres undefined)	-2	-22	-12	-4	0	9	-5	-1
CCSc1nnc(NC(=O)c2csc3c2CCCC3)s1	2	1	8	20	-18	-21	-9	2
COc1ccc(NC(=O)Cn2c(CCC(=O)O)ccc2-c2ccc(C)cc2)cc1	-2	-6	-12	4	-2	-7	8	-2
CCS(=O)(=O)N1CCC(NC(=O)C2CCCCC2)CC1	9	5	6	12	9	-8	-7	6
CO/N=C/c1ccc(N2CCCC2)c([N+](=O)[O-])c1	-10	10	-26	-3	17	-7	6	-12
COc1ccc(C(=O)Nc2nc3ccc(OC)cc3s2)cc1	-84	1	11	-101	22	4	-4	-74
Cn1c(N2CCCCC2)cc(=O)n(C)c1=O	-3	3	-4	3	-2	9	0	-6
COC(=O)c1sc2nc(CSc3ccc(Br)cc3)[nH]c(=O)c2c1C	1	-6	-6	20	-5	0	2	1
C=CCN(c1ccccc1)S(=O)(=O)c1cccc(C(=O)NCC(c2cccs2)N2CCOCC2)c1 (centres undefined)	6	10	4	-5	24	1	-3	9

Three compounds from above, ordered by molar mass, low to high:
SMILES	Jurkat NFkB inh	APJ antagonist	UBC13 polyUb	697 NFkB inh	CCR6 antag	EBI2 antag	CXCR6 inh	Gli-Sufu block
Cn1c(N2CCCCC2)cc(=O)n(C)c1=O	-3	3	-4	3	-2	9	0	-6
CO/N=C/c1ccc(N2CCCC2)c([N+](=O)[O-])c1	-10	10	-26	-3	17	-7	6	-12
C=CCN(c1ccccc1)S(=O)(=O)c1cccc(C(=O)NCC(c2cccs2)N2CCOCC2)c1 (centres undefined)	6	10	4	-5	24	1	-3	9

The results go on.
SMILES	Jurkat NFkB inh	APJ antagonist	UBC13 polyUb	697 NFkB inh	CCR6 antag	EBI2 antag	CXCR6 inh	Gli-Sufu block
CCN1CCc2c(OCC(=O)Nc3cccc(C)c3)cccc2C1=O	-9	-17	-4	-25	0	0	-6	-6
Cc1ccc2nc(-c3ccccc3)cc(C(=O)NNC(=O)c3csc(N4CCOCC4)n3)c2c1	23	13	-4	18	12	4	9	0
CCOC(=O)Nc1ccc2c(c1)N(C(=O)CNC)c1ccccc1CC2	-5	2	1	4	-3	-8	3	51
O=c1c2ccccc2ncn1Cc1ccc(Cl)cc1	2	5	24	12	6	13	-7	-13
CCOC(=O)c1ccc(NC(=O)CSc2nnc(COc3ccccc3)n2C)cc1	-3	5	1	12	-2	-3	4	-4
COc1cccc(Nc2nc3ccc(C(=O)c4ccccc4)cc3n3cnnc23)c1	-1	-17	13	2	11	23	16	-7
Cc1ccsc1C(=O)N/N=C/C=C/c1ccccc1[N+](=O)[O-]	-28	-2	-14	-37	17	-2	7	-29
Cc1ccc(CNC(=O)N2CCN(S(=O)(=O)c3ccccc3)CC2)cc1	-16	-16	0	-1	14	56*	6	-2
COC(=O)c1ccc(Oc2nc3c(c(=O)n(C)c(=O)n3C)n2CCC(C)C)cc1	8	16	0	-15	31	5	5	15
CSc1cccc(NC(=O)c2c(Cl)cnn2C)c1	6	7	7	-13	10	-10	6	-1
Cc1ccc(S(=O)(=O)NCC23C=CC(O2)C2C(=O)N(c4ccccc4)C(=O)C23)cc1 (centres undefined)	3	16	5	15	1	-1	-6	11
C=CCn1c(-c2cccn(Cc3ccccc3)c2=O)n[nH]c1=S	12	4	7	2	-14	-9	1	1
OC(COc1ccccc1)CN1CCCCCC1 (centres undefined)	9	10	-4	15	11	4	-2	2
CCc1cc(=O)oc2cc(OCC(=O)NCC3CCC(C(=O)O)CC3)ccc12 (centres undefined)	11	14	-2	0	9	1	-3	5
CC(=O)Nc1cccc(NC(=O)c2oc3ccccc3c2C)c1	-99	-5	-6	-72	.	.	.	.
CC(Nc1ccc2ccccc2c1)C(=O)N/N=C/c1ccncc1 (centres undefined)	13	-200	-8	21	5	-2	-18	-8
